Compound activity as filed in PubChem.
Shiga inhibitor: inhibitors of Shiga toxin in Vero cells; inhibition, % at 38.7 µM; actives 9.2% (n = 290,000); Vero cells, Shiga toxin protein synthesis inhibition reporter; in the data active = inhibition mostly above about 28%, no sharp cut-off; inactive = mostly below about 43%; note: 0% is about no effect
HCV inh: blocks hepatitis C virus. Potency, µM (highest dose often 41.8 µM), without a hit: at the top dose activity change, negative = inhibition, hits mostly inhibitors. AID 651820. Huh7.5.1 HCVcc-Cre infection, luciferase reporter, 44 h. actives 3.4% (n = 340,000); note: potency is the fitted concentration of half-maximal effect; % is set by controls: 0 for no effect and ±100 for the full control effect
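Compounds are dispensed onto cells plated 4 h earlier at 1,000 per well, with HCVcc-Cre virus (about 0.5 moi) added next. Following 44 h of culture, luminescent signal is measured for 15 sec after 15 min with substrate at room temperature.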
Pf growth 48h: inhibits P. falciparum growth in the first generation, 48 h; P. falciparum luciferase growth in erythrocytes, 48 h; Potency, µM (highest dose often 28.7 µM), inactives show top-dose activity change, negative = inhibition, hits mostly inhibitors; actives 5.9% (n = 310,000); AID 504832; note: potency is the fitted concentration of half-maximal effect; % is set by controls: 0 for no effect and ±100 for the full control effect
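In quantitative HTS format, infected erythrocytes bearing luciferase-reporter parasites were treated for a single generation at 37 C. Luminescence after adding detection reagent served as the growth measure.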
CHX counter: counter-screen hit for Shiga toxin inhibitors, cycloheximide. cell reporter, cycloheximide protein synthesis inhibition counterscreen. max response, %. actives 12% (n = 300,000). AID 2314; in the data active = max response mostly above about 13%, no sharp cut-off; inactive = mostly below about 14%; note: read at 38.3 µM for the half of the compounds with a filed dose; 0% is about no effect
FBPA Giardia inh: inhibitors of Giardia lamblia fructose-1,6-bisphosphate aldolase; A8B2U2; Potency, µM (doses to about 59.6 µM), inactives show top-dose activity, negative = inhibition, actives largely listed as inhibitors; actives 0.71% (n = 290,000); purified Giardia FBPA; AID 2451; note: potency is the fitted concentration of half-maximal effect; % is set by controls: 0 for no effect and ±100 for the full control effect; nearly all actives have a fitted effect of over 55% in size
Target sequence (A8B2U2 whole entry, looked up): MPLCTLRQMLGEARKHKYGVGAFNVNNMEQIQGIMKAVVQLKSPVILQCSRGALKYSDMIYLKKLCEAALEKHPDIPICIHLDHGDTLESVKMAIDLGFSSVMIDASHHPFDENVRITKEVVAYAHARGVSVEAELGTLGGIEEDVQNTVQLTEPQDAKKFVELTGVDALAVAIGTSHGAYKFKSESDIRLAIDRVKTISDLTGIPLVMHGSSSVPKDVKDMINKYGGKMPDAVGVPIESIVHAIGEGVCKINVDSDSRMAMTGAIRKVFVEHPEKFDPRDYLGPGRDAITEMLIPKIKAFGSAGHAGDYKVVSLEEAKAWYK
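40 nM FBPA preincubated 10 min at RT with compound (up to 57.5 uM final), then substrate plus GAPDH/TPI/NAD/arsenate coupling and diaphorase/resazurin added. Fluorescence read after 20 min at RT, 525/598 nm.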
Pf growth 96h: P. falciparum growth inhibition at 96 hours; P. falciparum luciferase reporter growth, 96 h; Potency, µM (top dose mostly 28.7 µM), for inactives: top-dose activity change, negative = inhibition, usual class: inhibitors; actives 6.9% (n = 320,000); note: potency is the fitted concentration of half-maximal effect; % is set by controls: 0 for no effect and ±100 for the full control effect
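Readout is luminescence from an integrated firefly luciferase in P. falciparum. Red cells, 2% hematocrit and 0.05% parasitemia final, were cultured with compound through two parasite generations (96 hours) at 37 C, 5% CO2.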
* hit, by the source's call; [ ] = remark or other dose. Unless noted, calls come from the whole dose curve; as a rule, active = well fitted curve in the direction sought with a large enough effect; inconclusive = small, poorly fitted or top-dose-only effect, or another doubt; inactive = no such curve, though single readings can be large; an effect the other way counts as inactive or inconclusive.

For CC1CCCN(C(=O)c2cc3c(=O)n4ccccc4nc3s2)C1 (stereo not drawn) the results were Shiga inhibitor 78*, HCV inh -7%, Pf growth 48h 117%[activator], CHX counter 34*, FBPA Giardia inh 12% and Pf growth 96h -2%.
For COc1ccccc1NC(=O)Cn1cnc2c(nnn2-c2ccc(C)cc2)c1=O the results were Shiga inhibitor -5, HCV inh -6%, Pf growth 48h -35%, CHX counter -2, FBPA Giardia inh 3% and Pf growth 96h 18%.
C=CCNC(=S)N1CCN(CCNC2=CC(=O)CC(C)(C)C2)CC1 was read as Shiga inhibitor -5, HCV inh 8%, Pf growth 48h -8%, CHX counter -3, FBPA Giardia inh inconclusive and Pf growth 96h inconclusive.
For O=C(Cc1ccccc1)Nc1ccc(-c2nnc(-c3ccco3)o2)cc1 the results were Shiga inhibitor 13, HCV inh inconclusive, Pf growth 48h 23%, CHX counter 17*, FBPA Giardia inh 4% and Pf growth 96h 102%[activator].
`O=C(CCN1C(=O)/C(=C/c2ccc(F)cc2)SC1=S)N[C@@H](CO)Cc1ccccc1` gave Shiga inhibitor -12, HCV inh inconclusive, Pf growth 48h 35%[activator], CHX counter -3, FBPA Giardia inh 7% and Pf growth 96h inconclusive.
c1ccc(-c2nccc(-c3ccc4c(c3)OCO4)n2)cc1 was read as Shiga inhibitor 70*, HCV inh inconclusive, Pf growth 48h 117%[activator], CHX counter 55*, FBPA Giardia inh 1% and Pf growth 96h 39%[activator].
For CCCN1C2CCCC1CC(NC(=O)c1cccc([N+](=O)[O-])c1)C2 (stereo not drawn) the results were Shiga inhibitor -4, HCV inh 9%, Pf growth 48h inconclusive, CHX counter -4, FBPA Giardia inh -5% and Pf growth 96h inconclusive.
`CCOc1ccc(N(CC(=O)Nc2ccc(C)cc2)S(C)(=O)=O)cc1` gave Shiga inhibitor 66*, HCV inh 2%, Pf growth 48h 92%[activator], CHX counter 37*, FBPA Giardia inh 13% and Pf growth 96h inconclusive.
For CCOC(=O)c1cc2c(ccn2C)n1Cc1ccc(Cl)cc1 the results were Shiga inhibitor 30, HCV inh 6%, Pf growth 48h 13%, CHX counter -1, FBPA Giardia inh inconclusive and Pf growth 96h 0%.
C/C(=N\NC(=O)C(=O)Nc1c(C)n(C)n(-c2ccccc2)c1=O)c1ccncc1 was read as Shiga inhibitor -1, HCV inh 0%, Pf growth 48h 2%, CHX counter -1, FBPA Giardia inh -1% and Pf growth 96h 35%[activator].
For O=C(Nc1ccc(NC(=O)c2cccs2)cc1)c1cccnc1 the results were Shiga inhibitor -2, HCV inh -12%, Pf growth 48h 7%, CHX counter 2, FBPA Giardia inh 5% and Pf growth 96h 20%.
`CC(C)(C)C(=O)Nc1c2c(nc3c1CCC3)CCCC2` gave Shiga inhibitor -16, HCV inh 2%, Pf growth 48h 5%, CHX counter -6, FBPA Giardia inh -28% and Pf growth 96h 35%[activator].
For CCN(CC)Cc1nc2c(c(=O)[nH]1)C(CC)(CC)Cc1ccccc1-2 the results were Shiga inhibitor -3, HCV inh -28%, Pf growth 48h 9.3µM*, CHX counter -2, FBPA Giardia inh 0% and Pf growth 96h -140%.
For O=C(NC1CCN(C(=S)NCCc2ccccc2)CC1)C1CC1 the results were Shiga inhibitor 3, HCV inh 13%, Pf growth 48h 11%, CHX counter -3, FBPA Giardia inh -21% and Pf growth 96h 27%.
For CC(C)(C)Nc1nc(N)nc(Cl)n1 the results were Shiga inhibitor -7, HCV inh 6%, Pf growth 48h 21%, CHX counter -3, FBPA Giardia inh 2% and Pf growth 96h 31%[activator].
For Cc1c(C(=O)O)sc2ncnc(N3CCCCC3C)c12 (stereo not drawn) the results were Shiga inhibitor 4, HCV inh 15%, Pf growth 48h 5%, CHX counter -4 and FBPA Giardia inh 19%.
For O=C(NNC(=O)C1CCN(S(=O)(=O)c2ccc(Cl)cc2)CC1)c1ccc(Cl)cc1 the results were Shiga inhibitor -9, HCV inh 20%, Pf growth 48h 47%[activator], CHX counter 1, FBPA Giardia inh 6% and Pf growth 96h 112%.
For CCc1nc(CNC(=O)C2CCC(=O)N(CCc3ccc(OC)cc3)C2)cs1 (stereo not drawn) the results were Shiga inhibitor -34, HCV inh 14%, Pf growth 48h 5%, CHX counter -4 and Pf growth 96h 8%.
For C=CCNC(=O)c1cc(Cl)ccc1[N+](=O)[O-] the results were Shiga inhibitor -4, HCV inh 6%, Pf growth 48h -14%, CHX counter -3, FBPA Giardia inh -1% and Pf growth 96h inconclusive.
`CCCCOC(=O)Cn1c(=O)oc2ccc(C)cc21` gave Shiga inhibitor 16, HCV inh 4%, Pf growth 48h 1%, CHX counter -2, FBPA Giardia inh -4% and Pf growth 96h 64%[activator].
For CCOc1ccc(C(=O)O)cn1 the results were Shiga inhibitor 5, HCV inh 16%, Pf growth 48h -15%, CHX counter -2, FBPA Giardia inh 5% and Pf growth 96h 53%[activator].
`Cc1ccc(C)c(NC2=NS(=O)(=O)c3ccccc32)c1` gave Shiga inhibitor -8, HCV inh 6%, Pf growth 48h -7%, CHX counter -2, FBPA Giardia inh -2% and Pf growth 96h 18%.
Screening COC(=O)c1ccc(-n2cncn2)c(F)c1 returned Shiga inhibitor 4, HCV inh -28%, Pf growth 48h 14%, CHX counter 1, FBPA Giardia inh -1% and Pf growth 96h inconclusive.
COc1ccc(C(c2sc3nc(C)nn3c2O)N2CCC3(CC2)OCCO3)cc1 (stereo not drawn) was read as Shiga inhibitor -6, HCV inh -5%, Pf growth 48h -1%, CHX counter -1, FBPA Giardia inh -1% and Pf growth 96h inconclusive.
Screening COc1ccc(NC(=O)c2cc3c(COC(C)=O)cnc(C)c3oc2=Nc2cccc(C(=O)O)c2)c(OC)c1 returned Shiga inhibitor -5, HCV inh 6%, Pf growth 48h inconclusive, CHX counter 9, FBPA Giardia inh -24% and Pf growth 96h -9%.
`COc1ccc(-c2nnn(CC(=O)N(CC(=O)NCCC(C)C)c3ccccc3)n2)cc1OC` gave Shiga inhibitor -11, HCV inh inconclusive, Pf growth 48h inconclusive, CHX counter -2, FBPA Giardia inh 1% and Pf growth 96h inconclusive.
COc1ccc(S(=O)(=O)N2CCC(C)CC2)cc1Br was read as Shiga inhibitor -15, HCV inh 10%, Pf growth 48h -5%, CHX counter -2 and FBPA Giardia inh 10%.
`O=C(O)c1cc2nc(-c3ccccc3)cc(-c3ccccc3)n2n1` gave Shiga inhibitor 13, HCV inh 2%, Pf growth 48h inconclusive, CHX counter 6, FBPA Giardia inh 7% and Pf growth 96h inconclusive.
`COc1ccccc1NS(=O)(=O)c1cc(NC(=O)CNC(=O)c2cc(C)cc(C)c2)ccc1C` gave Shiga inhibitor 8, HCV inh inconclusive, Pf growth 48h inconclusive, CHX counter -1, FBPA Giardia inh 5% and Pf growth 96h inconclusive.
For Cc1ccc(NC(=O)NCc2ccccn2)cc1Cl the results were Shiga inhibitor 39*, HCV inh -15%, Pf growth 48h 30%, CHX counter 25*, FBPA Giardia inh 12% and Pf growth 96h 76%[activator].
Screening CCCOc1ccc(-c2nnc(-c3ccncc3)o2)cc1 returned Shiga inhibitor 84*, HCV inh 11µM*, Pf growth 48h 129%[activator], CHX counter 21*, FBPA Giardia inh -2% and Pf growth 96h inconclusive.
Screening COc1cccc(/C(O)=C2/C(=O)C(=O)N(CCN(C)C)C2c2ccc(Br)cc2)c1 (stereo not drawn) returned Shiga inhibitor 18, HCV inh 15%, Pf growth 48h 7%, CHX counter -3, FBPA Giardia inh 1% and Pf growth 96h 69%[activator].
For Cc1cc(C)c2c(Cn3ccnc3)cc(=O)oc2c1 the results were Shiga inhibitor -6, HCV inh -22%, CHX counter -3, FBPA Giardia inh -18% and Pf growth 96h -21%.
`CCN(CC)C(=O)c1cc(Cl)ccc1NC(=O)c1ccco1` gave Shiga inhibitor -5, HCV inh -4%, Pf growth 48h 5%, CHX counter -5, FBPA Giardia inh 6% and Pf growth 96h 6%.
Cc1c(C(=O)N2CCC(Cc3ccccc3)CC2)cccc1[N+](=O)[O-] was read as Shiga inhibitor -14, HCV inh -5%, Pf growth 48h 14%, CHX counter -5, FBPA Giardia inh -5% and Pf growth 96h 103%[activator].
For COc1ccc(S(=O)(=O)N(C)CC(=O)NCCC2=CCCCC2)cc1OC the results were Shiga inhibitor -10, HCV inh inconclusive, Pf growth 48h inconclusive, CHX counter -2 and FBPA Giardia inh 3%.
`Cc1ccc2c(c1)c1nnc(SCC(=O)Nc3ccccc3C(F)(F)F)nc1n2CC(=O)O` gave Shiga inhibitor -10, HCV inh -7%, Pf growth 48h 2%, CHX counter -3, FBPA Giardia inh -6% and Pf growth 96h 10%.
COc1ccc(S(=O)(=O)N2CCC(C(=O)NCCC(=O)Nc3ccc(Cl)cc3)CC2)cc1 was read as Shiga inhibitor -8, HCV inh 5%, Pf growth 48h -4%, CHX counter 4 and Pf growth 96h inconclusive.
For CC(=O)Nc1cccc(NC(=O)c2cc(-c3cccnc3)nc3ccc(Cl)cc23)c1 the results were Shiga inhibitor -2, HCV inh inconclusive, Pf growth 48h inconclusive, CHX counter -2, FBPA Giardia inh 1% and Pf growth 96h 15%.
For Cc1ccc2cc(C=C(C#N)C#N)c(N3CCCCC3)nc2c1 the results were Shiga inhibitor 14, HCV inh inconclusive, Pf growth 48h 0%, CHX counter 13, FBPA Giardia inh -16% and Pf growth 96h 0%.
`CC(C)CN(C(=O)CN1CCN(c2ccc([N+](=O)[O-])cc2)CC1)c1c(N)n(CC(C)C)c(=O)[nH]c1=O` gave Shiga inhibitor -4, HCV inh 2%, Pf growth 48h -18%, CHX counter -1, FBPA Giardia inh 0% and Pf growth 96h inconclusive.
For COc1ccccc1NS(=O)(=O)c1cc(NC(C)=O)ccc1N1CCCCC1 the results were Shiga inhibitor -8, HCV inh 0%, Pf growth 48h -29%, CHX counter -1, FBPA Giardia inh -6% and Pf growth 96h 9.3µM*.
`O=C(COc1ccccc1Cl)NCCCNC(=O)c1cccnc1` gave Shiga inhibitor -10, HCV inh 13%, Pf growth 48h -3%, CHX counter -4, FBPA Giardia inh 6% and Pf growth 96h 12%.

An excerpt from above in order of length of the SMILES, ascending:
For CC(C)(C)Nc1nc(N)nc(Cl)n1 the results were Shiga inhibitor -7, HCV inh 6%, Pf growth 48h 21%, CHX counter -3, FBPA Giardia inh 2% and Pf growth 96h 31%[activator].
For Cc1c(C(=O)O)sc2ncnc(N3CCCCC3C)c12 (stereo not drawn) the results were Shiga inhibitor 4, HCV inh 15%, Pf growth 48h 5%, CHX counter -4 and FBPA Giardia inh 19%.
COc1ccc(S(=O)(=O)N2CCC(C)CC2)cc1Br was read as Shiga inhibitor -15, HCV inh 10%, Pf growth 48h -5%, CHX counter -2 and FBPA Giardia inh 10%.
For CC1CCCN(C(=O)c2cc3c(=O)n4ccccc4nc3s2)C1 (stereo not drawn) the results were Shiga inhibitor 78*, HCV inh -7%, Pf growth 48h 117%[activator], CHX counter 34*, FBPA Giardia inh 12% and Pf growth 96h -2%.
For CC(=O)Nc1cccc(NC(=O)c2cc(-c3cccnc3)nc3ccc(Cl)cc23)c1 the results were Shiga inhibitor -2, HCV inh inconclusive, Pf growth 48h inconclusive, CHX counter -2, FBPA Giardia inh 1% and Pf growth 96h 15%.
`O=C(CCN1C(=O)/C(=C/c2ccc(F)cc2)SC1=S)N[C@@H](CO)Cc1ccccc1` gave Shiga inhibitor -12, HCV inh inconclusive, Pf growth 48h 35%[activator], CHX counter -3, FBPA Giardia inh 7% and Pf growth 96h inconclusive.
`CC(C)CN(C(=O)CN1CCN(c2ccc([N+](=O)[O-])cc2)CC1)c1c(N)n(CC(C)C)c(=O)[nH]c1=O` gave Shiga inhibitor -4, HCV inh 2%, Pf growth 48h -18%, CHX counter -1, FBPA Giardia inh 0% and Pf growth 96h inconclusive.
